14-3-3 Bad inh: disrupts binding of bovine 14-3-3 zeta to phospho-Bad peptide | P63103 | TR-FRET 14-3-3zeta/Dy647-pBad peptide displacement, 1 h | inhibition, % at 21.7 µM | 220,000 compounds, 0.71% hits | AID 781;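 active means inhibition above about 70%, limit read from the data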;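 further: 0% = full 14-3-3 plus peptide FRET controls and 100% = background without 14-3-3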
Tb hexokinase: T. brucei hexokinase 1 inhibition | AID 1430 | recombinant TbHK1, G6PDH-coupled NADH A340 | inhibition, % at 10 µM | 220,000 compounds, 0.11% hits;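 active means inhibition of 50% or more in the single-dose primary screen; inactive means inhibition below 50%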
p47phox inh: inhibitors of human p47phox binding; inhibition, % at 24.7 µM; p47phox/p22phox peptide binding, fluorescence polarization, 2 h; 220,000 compounds, 0.53% hits;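 active means inhibition above about 30%, limit read from the data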;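 further: 0% = p47phox with labelled peptide and 100% = labelled peptide alone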
Runt-SMMHC FRET: inhibitors of human RUNX1 Runt domain binding to CBFb-SMMHC. Cerulean-Runt/Venus-CBFb-SMMHC FRET ratio 530/480, 1 h. AID 1434. 220,000 compounds, 0.74% hits. Q01196+Q13951. inhibition, % at 20 µM;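 active means mean inhibition across duplicate retests at 20 µM reaching about 50%, limit read from the data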;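 further: 0% = DMSO wells and 100% = wells with excess untagged CBFb-SMMHC; inhibitors lower the FRET ratio by blocking Runt binding to CBFb-SMMHC; some results filed as inactive read as strong as hits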
Target sequence (Q01196 whole entry, looked up, the tested form may be a part): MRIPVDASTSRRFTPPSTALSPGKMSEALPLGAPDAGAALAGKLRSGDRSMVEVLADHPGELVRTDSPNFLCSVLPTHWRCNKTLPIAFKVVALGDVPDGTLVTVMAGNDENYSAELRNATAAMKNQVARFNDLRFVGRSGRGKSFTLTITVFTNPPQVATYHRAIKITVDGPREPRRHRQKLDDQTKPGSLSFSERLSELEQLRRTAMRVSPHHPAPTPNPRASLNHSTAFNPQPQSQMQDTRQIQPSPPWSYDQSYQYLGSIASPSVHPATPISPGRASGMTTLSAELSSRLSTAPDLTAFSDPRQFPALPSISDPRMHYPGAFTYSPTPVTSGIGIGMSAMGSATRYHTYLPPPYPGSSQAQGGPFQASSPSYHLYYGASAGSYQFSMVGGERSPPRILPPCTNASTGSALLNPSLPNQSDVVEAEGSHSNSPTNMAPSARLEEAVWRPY
Target sequence (Q13951 whole entry, looked up, the tested form may be a part): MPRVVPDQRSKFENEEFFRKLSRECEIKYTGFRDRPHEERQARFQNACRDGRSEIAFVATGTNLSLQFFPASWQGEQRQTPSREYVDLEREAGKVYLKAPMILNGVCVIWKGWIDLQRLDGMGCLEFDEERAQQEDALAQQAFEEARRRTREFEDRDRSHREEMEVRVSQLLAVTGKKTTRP
Mdm2 ligase inh: Mdm2 E3 ligase (human) inhibition; cell-based MDM2 ubiquitination luciferase reporter, 2 h; 0 = plate control, 100 = twice control, blank-subtracted; signal enhancement, % at 5 µM; 210,000 compounds, 0.11% hits; AID 1230;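 active means signal enhancement of 30% or more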;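 further: luminescence tracks abundance of the self-degrading MDM2-luciferase fusion protein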
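Buffer or medium: Cells held in DMEM | Assay system: Stable mammalian line carrying autodegrading MDM2–luciferase fusion reporter | Quantity: 2000 cells/well | Times: 4 h settle plus 2 h compound, 37 °C | Doses: One concentration, 5 µM, with 0.2% DMSO | Technique: Luminescence with SteadyLite reagent, 15 min at room temperature | Benchmarks: Plate controls and plate blanks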
Hck Nef HTS: inhibitors of human Hck kinase activated by Nef. P08631. Recombinant Hck-YEEI plus Nef, Z-Lyte FRET kinase assay. inhibition, % at 20 µM. 220,000 compounds, 0.68% hits;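 active means Hck-Nef kinase inhibition above about 50%, limit read from the data; inactive means inhibition below that limit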;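 further: 0% = DMSO with Hck plus Nef and 100% = Hck alone without Nef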
Runt-CBFb FRET: Runt domain-CBFb interaction inhibition. Q01196+Q13951. Cerulean-Runt/Venus-CBFb FRET ratio 530/480, 1 h. inhibition, % at 20 µM. 220,000 compounds, 0.46% hits. AID 1496;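 active means inhibition over about 50% at 20 µM in the single-dose screen, limit read from the data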;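 further: 0% = DMSO wells and 100% = excess unlabeled CBFb competitor control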
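test system = Cerulean-Runt domain fusion protein, energy donor | probe or stimulus = Venus-CBFb binding partner, 100 nM | incubation = two 1 h room-temperature incubations shielded from light | detection = fluorescence energy transfer, 422 nm excitation, 530/480 nm emission | measure = loss of energy transfer signal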
zVAD death inh: blocks zVAD induced death of L929 cells | 220,000 compounds, 0.38% hits | L929 zVAD necroptosis rescue, ATP luminescence, 24 h; with zVAD 60 µM | viability rescue, % at 10 µM;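 active means activation, scaled between plate controls, above about 75%, limit read from the data; inactive means activation under that limit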;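 further: 0% = zVAD with DMSO and 100% = DMSO alone without zVAD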
EBV gp42 block: blocks Epstein-Barr virus glycoprotein 42 binding | 220,000 compounds, 0.42% hits | Q1HVG2 | Fluorescence polarization binding assay, mP read-out | inhibition, % (tested at 21.74 µM); in the data active means inhibition above about 50%
Target sequence (Q1HVG2 whole entry, looked up): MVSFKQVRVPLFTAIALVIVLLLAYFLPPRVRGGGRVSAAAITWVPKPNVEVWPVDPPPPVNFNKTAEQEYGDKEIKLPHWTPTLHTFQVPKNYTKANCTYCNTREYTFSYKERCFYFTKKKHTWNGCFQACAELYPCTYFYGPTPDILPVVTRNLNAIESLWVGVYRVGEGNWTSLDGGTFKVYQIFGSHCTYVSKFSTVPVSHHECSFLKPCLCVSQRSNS
* hit, by the source's call; nt = not tested or not shown; [ ] = another dose, or the depositor's remark.

mol,14-3-3 Bad inh,Tb hexokinase,p47phox inh,Runt-SMMHC FRET,Mdm2 ligase inh,Hck Nef HTS,Runt-CBFb FRET,zVAD death inh,EBV gp42 block
O=C(COC(=O)C1CCN(C(=O)c2ccc(Cl)cc2)CC1)c1ccco1,-19,2,-3,-1,0,1,-2,-0.1,-16
CCC(C)(C)N1CC(=O)N(Cc2ccccc2)C(c2ccc(OC)cc2)C1=O (configuration not stated),-4,-5,-4,3,5,1,0,-0.2,-4
Cc1nc2ccccc2c2oc(C(=O)NCCN3CCN(C)CC3)cc12,-2,-3,0,1,-9,1,3,0.5,-17
COc1ccc(-c2noc(CCCc3ccccc3)n2)cc1OC,27,-7,-2,-5,-2,0,-4,1.6,-2
Cc1ccsc1C(=O)C1CCCN(Cc2cn(C)nc2-c2ccccc2)C1 (configuration not stated),-9,0,-14,-2,-15,24,-1,0.6,-92
O=C(NCc1ccco1)c1cc(=O)c2ccccc2o1,-4,-1,0,-4,-8,16,1,1.8,-6
O=C(Cn1ccc([N+](=O)[O-])n1)NCc1cccnc1,-9,-4,-6,-1,-11,1,-2,-0.3,1
O=C(N/N=C/c1cc(Br)cc(Br)c1O)c1cccc(N2CCCC2=O)c1,-30,-6,-17,29,0,8,-20,58,-20
O=C(NC1CCCCC1)C(c1ccc(Cl)cc1)N(C(=O)c1cnccn1)c1ccc2c(c1)OCO2 (configuration not stated),5,-6,-7,-6,-3,-1,0,-0.2,-6
CCOC(=O)N1CCN(C(=O)CS(=O)(=O)Cc2nc(-c3ccccc3C)oc2C)CC1,1[fluorescence artefact?],2,-12,-3,-33,13,nt,-0.5,-3
O=C(Nc1ccc(F)cc1)N(CCCN1CCOCC1)Cc1cc2cc3c(cc2[nH]c1=O)OCCO3,-5,50,1,-1,-9,7,-1,1.4,-14
Cc1cc(C)n2cc(CSCc3ccccc3)nc2n1,6,-1,8,-4,-15,-1,0,1.4,2
O=C(Nc1nnc(-c2ccc(Cl)cc2)o1)C1=COCCO1,0[fluorescence artefact?],0,-2,-34,1,-4,0,1.1,-6
Clc1cccc(CN2COc3c(cc(Cl)c4cccnc34)C2)c1,1,13,13,6,47*,4,11,nt,2
CCOP(=O)(OCC)c1nc(-c2ccc(C)cc2)oc1NCc1ccccc1,-22,22,-4,1,0,2,-6,0.9,13
Oc1ccc(Cl)cc1-c1cc(C(F)(F)C(F)F)nc(-c2ccccc2)n1,-4,-16,7,-9,-15,2,0,-0.1,-12
O=C(OC(C(=O)NC1CCCC1)c1cccnc1)C1=Cc2ccccc2OC1 (configuration not stated),-9,-8,-4,1,-15,0,-1,0.1,-5
O=C(NNc1nc2ccc(F)cc2s1)c1cccc(F)c1,-22,-3,2,12,-11,24,31,5.6,-2
CCC(=O)NCCNc1nc2cc(C)cc(C)c2cc1C#N,-7,-5,0,23,-4,34,3,1.0,-10
CS/C(=N\S(=O)(=O)c1cccs1)Nc1ccc(N2CCOCC2)cc1,-221[fluorescence artefact?],-1,-2,-1,-22,3,1,1.1,-22
CC(c1ccco1)N(C(=O)c1ccc(Cl)s1)c1ccccn1 (configuration not stated),nt,-7,nt,1,nt,1,-2,3.3,nt
O=C(NC1CCCCC1)NC1CCN(S(=O)(=O)Cc2ccccc2)CC1,5,4,-7,-1,0,6,-1,1.2,-11
COc1ccc(OCCC(=O)OCC(=O)Nc2ccc(S(=O)(=O)N3CCOCC3)cc2)cc1,-3,6,-5,-1,-9,26,-4,2.1,-17
CC(=O)c1cccc(NC(=O)N2CCCC2C(=O)NCc2ccc3c(c2)OCO3)c1 (configuration not stated),-3,-3,-6,nt,3,21,nt,1.1,-8
O=C1NNC(c2ccccc2)=N/C1=C\c1ccccc1,3,-19,-1,-4,-14,-3,3,1.8,-5
Cc1ccc(-n2nnnc2SCC#N)cc1,71*,5,-12,-2,0,-52,-1,4.3,-16
COc1ccccc1NC(=O)CCC(=O)OCc1cccc([N+](=O)[O-])c1,-13,1,-3,1,-4,17,-1,2.5,-6
O=C(NNS(=O)(=O)c1ccccc1C(F)(F)F)c1cc2ncc(C(F)(F)F)cc2s1,-3,-20,-3,-5,-13,11,0,0.0,-10
CCOc1ccc(Cl)cc1CNCCNCCO,3,2,-4,-5,-13,1,0,0.1,-15
O=C(c1cccc(N2C(=O)C3C4C=CC(C4)C3C2=O)c1)N1CCCc2ccccc21 (configuration not stated),-3,-3,-4,-1,-6,-6,2,-0.6,-23
COC(=O)c1sccc1NC(=S)Nc1ccccc1,-22[fluorescence artefact?],-13,-15,0,5,4,-1,-0.2,-13
Cc1ccc(Sc2nc(-c3ccccc3)nnc2C(F)(F)F)cc1,-6,-8,-10,-1,-2,0,0,43,-14

Records above that bear a hit mark in 14-3-3 Bad inh:
| SMILES | 14-3-3 Bad inh | Tb hexokinase | p47phox inh | Runt-SMMHC FRET | Mdm2 ligase inh | Hck Nef HTS | Runt-CBFb FRET | EBV gp42 block |
| --- | --- | --- | --- | --- | --- | --- | --- | --- |
| Cc1ccc(-n2nnnc2SCC#N)cc1 | 71* | 5 | -12 | -2 | 0 | -52 | -1 | -16 |

(continued)
mol,14-3-3 Bad inh,Tb hexokinase,p47phox inh,Runt-SMMHC FRET,Mdm2 ligase inh,Hck Nef HTS,Runt-CBFb FRET,zVAD death inh,EBV gp42 block
O=C(/C=C/c1cccc([N+](=O)[O-])c1)Nc1ccccn1,-6,1,-8,0,-3,16,0,0.4,-8
CSc1nc(-c2ccccc2)nc(N2CCCC2)c1C(C)=O,0,2,1,-1,-4,8,-1,0.0,-11
CCCC/C(C)=N/NC(=O)CN(c1ccc(Br)cc1)S(=O)(=O)c1ccccc1,2[fluorescence artefact?],2,-9,3,nt,3,-1,0.2,8
CCOC(=O)c1c(C)n(-c2ccc(OC)cc2)c2c(C/C(C)=N/O)c(Br)c(OC)c(O)c12,-4,16,-4,1,-31,10,-1,-0.6,10
O=C(N/N=C/c1ccccc1O)c1cc(=O)[nH]c2ccccc12,-30,26,0,-6,-6,-1,0,1.7,-19
COc1ccc2[nH]c(C)c(C(=O)CN3CCc4cc(OC)c(OC)cc4C3)c2c1,nt,0,nt,8,-3,-1,2,0.3,nt
O=C(Cc1ccccc1)NNC(=O)c1ccccc1C(=O)O,6,-7,-8,0,-16,15,0,0.2,-10
O=C(C1CC(=O)N(c2ccccc2)C1)N1CCN(C2=NS(=O)(=O)c3ccccc32)CC1 (configuration not stated),-6[fluorescence artefact?],-2,-12,-2,nt,-7,2,-0.9,-8

Brought forward from above: two compounds, then new ones.
mol,14-3-3 Bad inh,Tb hexokinase,p47phox inh,Runt-SMMHC FRET,Mdm2 ligase inh,Hck Nef HTS,Runt-CBFb FRET,zVAD death inh,EBV gp42 block
O=C(Cc1ccccc1)NNC(=O)c1ccccc1C(=O)O,6,-7,-8,0,-16,15,0,0.2,-10
O=C(C1CC(=O)N(c2ccccc2)C1)N1CCN(C2=NS(=O)(=O)c3ccccc32)CC1 (configuration not stated),-6[fluorescence artefact?],-2,-12,-2,nt,-7,2,-0.9,-8
Cc1ccc(CN2CCN(/N=C/c3cc(Br)cc(Br)c3O)CC2)cc1,0,-7,-8,-21,-1,3,2,nt,-20
CCN(CC)c1ccc(C(=O)N/N=C/c2ccccc2OC(F)F)cc1,-15,-17,-7,3,-10,20,4,58,4
c1ccc(-n2ncc3c(NCc4cccs4)ncnc32)cc1,-9,3,-14,-2,-15,4,2,1.8,-6
CCOc1cc(C2C(C(=O)OC)=C(C)N=C3SC(C)C(=O)N32)ccc1OC(C)=O (configuration not stated),-1,-18,-16,1,-18,7,0,0.4,-1
CCOc1nc2ccccc2nc1NS(=O)(=O)c1ccccc1,16,-23,-24,-5,4,1,2,0.9,-15
COC(=O)c1ccccc1NC(=O)CSc1nnnn1-c1ccc(C)cc1C,-2,-2,-6,1,-8,1,1,0.1,-4
COc1ccccc1-c1c(C)oc2cc(OC(=O)c3ccco3)ccc2c1=O,11,-19,1,9,-11,3,-3,0.1,-16
CCN=C1NN=C(c2cc(C)n(Cc3ccco3)c2C)CS1,7,-4,-7,1,-82,34,4,0.6,-19
N#Cc1c(N)[nH]c(=S)c(C#N)c1-c1ccccc1,0,-20,-11,62,-8,3,39,-0.1,-11
COCCn1c(=S)[nH]c2cc(C(=O)N3CCc4ccccc43)ccc2c1=O,-12,-3,-12,-1,-7,3,1,-1.0,-18
COc1ccc(-c2[nH]ncc2-c2ccc(Cl)cc2)c(O)c1,-7,4,-16,-2,-11,0,-1,1.9,7
O=C1C2CC=CCC2C(=O)N1c1cccc(OS(=O)(=O)c2ccc3ccccc3c2)c1 (configuration not stated),-1,-3,-4,2,-10,23,1,-0.3,-18
CCOC(=O)CC(=O)NC1(Cc2ccc(O)cc2)CCCCC1,-11,-3,-2,2,-14,21,0,2.7,-17
c1ccc(N2CCN(CCc3nnc4n3CCCCC4)CC2)cc1,-5,0,-13,3,0,-7,0,1.4,-22
O=C(N=C1c2ccccc2CN1c1cccc(Cl)c1)c1cccnc1,-3,-3,-10,3,nt,4,0,1.7,-5
O=C(NCc1nc2ccccc2[nH]1)C1=C[C@H](C2CC2)C[C@H](OCc2ccc(CO)cc2)O1,-4,7,-9,-1,8,20,3,1.3,-10
C=C(C(=O)c1ccccc1)C(C(=C)C(=O)c1ccccc1)c1ccc(OC)cc1,9,-2,-4,0,2,-33,-1,8.1,3
CCOC(=O)C1=C(O)C(=O)N(c2ccc(S(N)(=O)=O)cc2)C1c1ccc(Br)cc1 (configuration not stated),8,-29,-32,-2,-16,8,0,0.9,-16
Cc1nc2c(=O)n(-c3ccc(F)cc3F)nc(C)c2s1,-7,1,-7,2,-21,13,0,-0.3,7
Cc1cccc(C(=O)Oc2ccccc2/C=N/NC(=O)c2ccc(NC(=O)C(C)(C)C)cc2)c1,19,-20,-19,0,0,1,2,2.3,-7
COc1cc(OC)c(S(=O)(=O)Nc2ccccc2N2CCCCC2)cc1NC(C)=O,-4,-13,-1,1,-3,8,-2,0.1,-3
COc1ccc(C2(C(=O)Nc3ccc(OC)cc3OC)CCCC2)cc1,-6,-4,-2,2,-9,22,-1,-0.8,-11
CCCCNC(=O)CC1NCCNC1=O (configuration not stated),-13,-8,5,-20,-7,-1,0,1.5,2
N#Cc1ccc(CSc2nnc(-c3cnccn3)o2)cc1,2,-2,-5,-2,8,1,1,0.0,-18
CCOC(=O)C(=CNc1ccc2c(c1)nnn2-c1ccc(Cl)cc1)C(=O)OCC,3,-18,6,3,-2,7,-3,1.7,-30
Cc1ccc2nc(N3CCN(Cc4nnnn4C4CCCC4)CC3)c(C#N)cc2c1,-6,-3,-33,26,6,17,44,0.0,-6
COc1ccccc1-c1noc(CCCC(=O)N2CCOCC2)n1,-9,-12,3,-1,-8,17,0,-0.5,-2
NNC(=O)CN1C(=O)Nc2ccc(Br)cc2C1c1ccccc1 (configuration not stated),-1[fluorescence artefact?],-2,9,-4,-4,9,-1,-0.8,2
Cc1ccc(-c2n[nH]c(=S)c3ccccc23)cc1,-14,1,-1,3,-8,15,3,1.5,-10
CCCc1nc(NCCO)c(C#N)c2c1CCCC2,-2,-12,-3,0,-6,23,2,0.7,1

Screening results as filed in PubChem BioAssay.
